# Bioassay records as filed in PubChem.
# SW480 rerep: inducers of DNA re-replication in SW480 colon cancer cells. 340,000 tested, 1.8% active. SW480 DNA re-replication, Hoechst DNA content imaging, 48 h. Potency, µM (series often up to 46.1 µM), for the others: top-dose re-replication activation, actives largely listed as activators. AID 624297; also: potency is read from the fitted curve at half-maximal effect; % of control where 0% means no effect; nearly all actives have a fitted effect of over 55% in size
#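 Readout is total intensity of Hoechst-stained nuclei, excited at 405 nm and collected at 500-530 nm. Compound treatment lasted 48 hr at 37 C in 5% CO2 before staining.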
# HT1080 IDH1KD tx: toxicity to HT-1080 IDH1 knockdown cells (counter line); Potency, µM (top dose mostly 46.1 µM), for inactives: at the top dose activity, negative = toxicity, actives largely listed as cytotoxic; HT-1080 IDH1 knockdown viability, ATP luminescence, 48 h; 360,000 tested, 2% active;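 also: potency is read from the fitted curve at half-maximal effect; 0% = DMSO wells and -100% = cell-free medium wells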
#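 Knockdown cells (IDH1KD HT-1080) received compounds 2 h after plating at 750 cells/well and were kept 48 h at 37 °C in 5% FBS RPMI. A CellTiter-Glo luminescence read gave % activity for curve fitting.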
# HT1080-NT tox: kills 2HG-producing HT-1080-NT fibrosarcoma cells. 360,000 tested, 1.6% active. HT-1080-NT fibrosarcoma viability, CellTiter-Glo ATP luminescence, 48 h. Potency, µM (doses to about 46.1 µM), for the others: top-dose activity, negative = less viability, hits mostly cytotoxic;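 also: NT is the 2HG producing partner of a matched IDH1 knockdown line; potency is read from the fitted curve at half-maximal effect; 0% = DMSO-treated cells and -100% = media-only wells without cells; nearly all actives have a fitted effect of over 55% in size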
#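 750 cells/well, RPMI + 5% FBS; 2 h settle, compound pin-transfer, 48 h at 37 degrees C. CellTiter-Glo 10 min RT, luminescence. Normalized to DMSO and media-only wells.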
# MCF10A rerep: inducers of DNA re-replication in MCF 10A breast cells | MCF 10A DNA re-replication, Hoechst nuclear intensity, 48 h | Potency, µM (top dose mostly 46.1 µM), for inactives: top-dose activity, positive = re-replication, most hits filed as activators | 350,000 tested, 2.9% active | AID 624296; also: potency is read from the fitted curve at half-maximal effect; % of control where 0% means no effect; nearly all actives have a fitted effect of over 50% in size
# IL-1B inflam inh: inhibitors of inflammasome signaling (IL-1 beta secretion); 360,000 tested, 4.7% active; THP-1 LPS/ATP IL-1B secretion, AlphaLISA, 16 h; hits give low values; activity change, % at 57.5 µM; in the data active = activity change below about -50%; inconclusive = mostly about -30% to -49%; also: % is scaled to controls: 0 for no effect and ±100 for the full control effect
#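 THP-1 cells pretreated 1 hr with compounds (up to 57.5 uM final), then stimulated with LPS (250 ng/mL final) plus ATP (1.25 mM final); secreted IL-1B measured by AlphaLISA after 16 hr, decreased signal indicating inhibition.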
# KB-3-1 cytotox: KB-3-1 parental cell cytotoxicity; KB-3-1 viability, CellTiter-Glo ATP luminescence, 72 h; Potency, µM (series often up to 46.1 µM), for inactives: at the highest dose activity change, negative = cytotoxic, most hits filed as cytotoxic; 400,000 tested, 1.4% active; AID 1347075; also: potency is read from the fitted curve at half-maximal effect; % is scaled to controls: 0 for no effect and ±100 for the full control effect; nearly all actives have a fitted effect of over 60% in size
#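 Cytotoxicity in the drug-sensitive parental line KB-3-1 was scored as loss of CellTiter-Glo luminescence following 72 h incubation with compound. Values come from curve fitting of normalized concentration-response data.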
# KB-V1 MDR tox: kills drug-selected multidrug resistant KB-V1 cells | KB-V1 MDR cells viability, CellTiter-Glo, 72 h | Potency, µM (series often up to 46.1 µM), inactives show at the highest dose activity change, negative = cytotoxicity, usual class: cytotoxic | 400,000 tested, 3.4% active; also: potency is read from the fitted curve at half-maximal effect; % is scaled to controls: 0 for no effect and ±100 for the full control effect; nearly all actives have a fitted effect of over 60% in size
#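 Drug-selected KB-V1 cells, grown in DMEM lacking phenol red with 10% FBS, receive compound titrations; after three days at 37 degrees C, surviving cell ATP is quantified by CellTiter-Glo luminescence and responses normalized and curve-fitted.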
# WRN inhibitor: blocks human WRN helicase; WRN helicase unwinding, fluorescent forked duplex, kinetic; AID 651768; Potency, µM (doses to about 114 µM), for inactives: at the top dose activity change, negative = inhibition, actives largely listed as inhibitors; Q14191; 360,000 tested, 0.46% active; also: potency is read from the fitted curve at half-maximal effect; % is scaled to controls: 0 for no effect and ±100 for the full control effect; nearly all actives have a fitted effect of over 55% in size
#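 Screening of the MLSMR collection measured strand separation of a quenched forked DNA duplex (100 nM) by 20 nM WRN with 2 mM ATP, all final. Compounds were preincubated with enzyme 15 min at room temperature.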
# ATXN2 expr inh: inhibitors of ATXN2 expression; HEK-293 ATXN2-luciferase reporter, luminescence, 24 h; Potency, µM (titrated, usually from 57 µM), inactives show at the top dose activity change, negative = inhibition, usual class: inhibitors; 360,000 tested, 0.72% active; AID 1745845; also: potency is read from the fitted curve at half-maximal effect; % is scaled to controls: 0 for no effect and ±100 for the full control effect; nearly all actives have a fitted effect of over 55% in size
#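 ATXN2-luciferase reporter cells (luciferase flanked by upstream and downstream ATXN2 gene portions) were treated 24 h at 37 °C with compounds at up to 57 uM. SteadyGlo luminescence gave expression; GF-AFC fluorescence gave viability.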
# * marks the source's active call; other numbers are inactive results; u = inconclusive; x = not tested or not shown; [ ] = dose if it differs, or a comment. Unless noted, calls follow the shape of the dose curve; as a rule, active = well fitted curve in the direction sought with a large enough effect; inconclusive = small, poorly fitted or top-dose-only effect, or another doubt; inactive = no such curve, though single readings can be large; an effect the other way counts as inactive or inconclusive.
SMILES,SW480 rerep,HT1080 IDH1KD tx,HT1080-NT tox,MCF10A rerep,IL-1B inflam inh,KB-3-1 cytotox,KB-V1 MDR tox,WRN inhibitor,ATXN2 expr inh
Cc1ccc(-c2nn(CCC#N)cc2C=C(C#N)C#N)cc1,u,u,u,u,u,8%,19%,-16%,5%
COc1ccc(Nc2ccc(N3C(=O)CC(C)C3=O)cc2[N+](=O)[O-])cc1OC (centres undefined),12%,-6%,-4%,0%,16,1%,9%,1%,0%
CCOC(=O)CSc1nc(C2CC2)cc(-c2ccc(Cl)cc2)c1C#N,-49%,3%,6%,26%,0,4%,21µM*,-11%,-5%
CCOc1ccc(S(=O)(=O)N(CC(=O)Nc2cc(C)on2)Cc2ccccc2Cl)cc1,18%,-29%,5%,-7%,0,2%,-24%,-20%,3%
CC(C)CC(COCc1cccc(Cl)c1)N1CCN(C(=O)c2ccc(C(F)(F)F)cc2)CCC1=O (centres undefined),u,-25%,u,u,u,0%,-30%,-7%,-4%
CCC(C)[C@H](NC(=O)NC1CCCc2ccccc21)C(=O)O (some centres undefined),-2%,9%,9%,2%,15,-20%,8%,4%,-8%
Cc1cccc(NC(=O)CC2C(=O)NCCN2C(=O)Nc2ccc(Cl)cc2)c1 (centres undefined),u,u,u,-14%,u,-5%,8%,10%,u
CCCCNC(=O)C1CC(c2ccc(C(F)(F)F)cc2)=NO1 (centres undefined),u,10%,7%,-57%[inhibitor],11,u,13%,2%,8%
COc1ccc(CNCCSc2nnnn2C)cc1OC,-2%,5%,16%,-5%,-5,8%,16%,9%,-7%
Cc1ccc(S(=O)(=O)CCC(=O)OCC(=O)N2CC(=O)Nc3ccccc32)cc1,2%,-1%,0%,0%,-8,-3%,8%,-1%,-8%
COc1ccc(C(=O)c2ccccc2)c(OCC(=O)N(C)C)c1,-3%,-8%,-4%,2%,-22,-3%,2%,8%,x
COc1ccc(-n2nc3c(c2NC(=O)COc2ccccc2OC)CS(=O)(=O)C3)cc1,x,13%,-3%,x,-7,0%,0%,-2%,x
COc1ccc(NS(=O)(=O)c2ccc(C)c(C(=O)N(C)Cc3ccc(C)cc3)c2)cc1,u,-15%,-15%,-35%,-16,-16%,-3%,-13%,-26%
COc1cccc(C(=O)Nc2sc(C(C)C)cc2C(N)=O)c1OC,1%,u,u,12%,u,-1%,-21%,-14%,-13%
Cc1cccc(C)c1NC(=O)CSc1nnc(C)n1CC1CCCO1 (centres undefined),-1%,0%,15%,-1%,-21,-11%,0%,5%[57.1 µM],-5%
COc1ccccc1C(=O)Nc1ccc(OCc2nnc3c4ccccc4c(C)nn23)cc1,1%,2%,20%,16%,-19,6%,-29%,-10%,-38%
COC(=O)CN1C(=O)S/C(=C/c2ccc(N3CCCCC3)o2)C1=O,u,7%,1%,u,-19,3%,-5%,u,73%
COC(=O)[C@@]1(Cc2ccc(OC)cc2)[C@H]2c3cc(C(=O)N4CCCC4)n(CCSCCO)c3C[C@H]2CN1C(=O)c1ccccc1,u,2%,20%,-5%,-12,-5%,-3%,-3%,-5%
Cc1c(C(=O)NNC(=O)c2ccncc2)oc2ccc(Br)cc12,1%,0%,5%,-1%,-10,3%,-2%,-1%,3%
Cn1cnc(S(=O)(=O)N2CCCCC2c2cc(C(=O)Nc3cccc4c3CCCC4)no2)c1 (centres undefined),x,-4%,1%,x,30,0%,4%,-6%,-10%
COc1cnc(SCCC(F)=C(F)F)[nH]c1=O,-18%,2%,-14%,1%,-6,-3%,u,-32%,-12%
CN(C)S(=O)(=O)c1ccc(N2CCOCC2)nc1,-3%,-16%,4%,-2%,-8,13%,3%,6%,-5%
C=CCn1c(SCC(=O)Nc2sccc2C#N)nc2sc(C)c(C)c2c1=O,-6%,1%,1%,6%,2,u,10%,3%,0%
CCCC(=O)Nc1ccccc1-c1nnn(CC(=O)Nc2ccc(OCC)cc2)n1,0%,-23%,-8%,4%,18,-14%,-23%,6%,u
O=C(/C=C/[C@H]1O[C@@H](n2cnc3c(NC(=O)c4ccccc4)ncnc32)[C@H](O)[C@@H]1O)NCC1CCCO1 (some centres undefined),x,17%,20%,x,u,-1%,0%,-11%,7%

# (further entries)
SMILES,SW480 rerep,HT1080 IDH1KD tx,HT1080-NT tox,MCF10A rerep,IL-1B inflam inh,KB-3-1 cytotox,KB-V1 MDR tox,WRN inhibitor,ATXN2 expr inh
Cn1cc([N+](=O)[O-])c(C(=O)N/N=C/c2ccc3c(c2)OCO3)n1,-11%,-5%,-10%,-11%,7,-26%,5%,0%,x
CCOc1ccc(N(CC(=O)O)S(=O)(=O)c2ccc(F)cc2)cc1,-2%,0%,-2%,-3%,16,9%,0%,5%,4%
O=C(Nc1cccc2c(=O)[nH][nH]c(=O)c12)c1ccc([N+](=O)[O-])cc1,x,-7%,1%,x,79,0%,-4%,u,17%
O=C(OCCN1CCCCC1)c1c[nH]c2ccccc12,3%,6%,-11%,11%,-9,0%,-14%,6%,3%
CCN1C(=O)C(=O)N(CC(=O)Nc2ccccc2Oc2ccccc2)C1=O,1%,-2%,-5%,-11%,35,3%,-15%,-9%,-11%
O=c1[nH]c(COc2ccc(Cl)cc2Cl)nc2ccccc12,3%,9%,-1%,16%,-13,1%,4%,12%,42%[activator]
COc1cc(C2C(C#N)=C(N)Oc3n[nH]c(-c4cccs4)c32)cc(OC)c1O (centres undefined),2%,16%,14%,0%,-11,3%,2%,-14%,-4%
COc1cc(Br)c(CC2c3cc(OC)c(OC)cc3CCN2C)cc1OC (centres undefined),0%,-8%,1%,-1%,-9,7%,21µM*,2%,-11%
O=C(Nc1ccccc1)NC1CCCc2ccccc21 (centres undefined),1.2µM*,-2%,9%,-2%,-12,-6%,-21%,1%,x
COc1ccc(-n2nc(C(=O)NCC(=O)N3CCN(c4ccccc4)CC3)c3ccccc3c2=O)cc1OC,0%,-15%,-21%,11%,-8,5%,-15%,5%[57.1 µM],5%
CCOC(=O)c1c(NC(=O)c2cccs2)sc2c1CCN(C(=O)OCC)C2,-3%,18%,u,2%,x,8%,-7%,8%,-18%
O=S(=O)(Nc1ccc(-c2nc3cccnc3s2)cc1)c1ccccc1F,23µM*,12%,0%,u,12,3%,10%,-10%,29%
Cc1ccccc1Nc1nc(Nc2ccccc2C)nc(SC2=NCCS2)n1,-3%,u,u,-3%,u,-25%,16µM*,-9%,u
Cc1ccc(S(=O)(=O)NCC(=O)OC(C)C(=O)Nc2ncc(Cl)cc2Cl)cc1 (centres undefined),-5%,4%,6%,-2%,14,5%,25%,4%,-1%
Cc1ccc(C)n1-c1sc2c(c1C#N)CCCC2,5%,-1%,-1%,3%,-2,-14%,-4%,-6%,4%
Cc1cccc(N(C)S(=O)(=O)c2ccc3c(c2)CCC(=O)N3)c1,-21%,u,u,-2%,21,-1%,-13%,-11%,-20%
CCN(CC)CCSc1nc(O)c(-c2ccccc2)c(=O)[nH]1,1%,9%,2%,2%,-5,0%,5%,-1%,8%
O=C(COc1cccc(F)c1)Nc1nc(-c2cccnc2)cs1,-13%,2%,15%,-6%,8,0%,-5%,-7%,x
Nc1cc(=O)[nH]c(SCC(=O)Nc2cccc(S(=O)(=O)N3CCCCCC3)c2)n1,-4%,0%,0%,-1%,4,-7%,u,u,-1%
COc1cc(NC(=O)c2ccc(Br)cc2)c(OC)cc1NC(=O)c1ccccc1,-2%,0%,-5%,u,-2,2%,2%,-5%,x
COCCCNC(=O)C[C@@H]1C[C@@]2(C(=O)OC)CCCCC=C2N(Cc2ccc(Cl)cc2Cl)C1=O,x,-13%,-12%,x,-5,-1%,20%,-4%,-2%
CC/C(=N\NC(=O)c1nnn(-c2nonc2N)c1CN(C)c1ccccc1)c1ccccc1,7%,0%,3%,3%,-4,-12%,-10%,-8%,x
CCC1=Nc2ccccc2NC2=C1C(=O)CCC2,4%,-3%,-6%,1%,41,0%,0%,u,27%
O=C(NCc1cccnc1)c1ccc(Cn2cc(C(F)(F)F)ccc2=O)cc1,-5%,1%,-2%,-8%,19,-1%,13%,-5%,-3%
CCN1CCCC1CNc1ncnc2c1[nH]c1ccc(Cl)cc12 (centres undefined),-1%,u,15µM*,u,-110*,u,u,-33%,u
Cc1onc(-c2c(Cl)cccc2Cl)c1C(=O)N1CCN(c2ccccc2F)CC1,u,-1%,-3%,u,4,x,x,-17%,-10%
Cc1ccc(Cn2nnc3c(=O)n(CC(=O)NCc4ccccc4)cnc32)cc1,9.2µM*,u,u,9.2µM*,82,u,-18%,-8%,-9%
CCCCn1nnnc1C(c1ccccc1)N1CCN(C)CC1 (centres undefined),x,13%,21%,x,4,19%,21%,3%,9%
CCCCCCN1C=CC(=C2C(=O)c3ccccc3C2=O)C=C1,-10%,2%,2%,1%,-12,u,-12%,-5%,u
O=C(NCC1CCCCC1)c1ccc(=O)[nH]c1,3%,11%,8%,9%,38,-7%,-5%,-8%,16%

# Reprinted at random: 4 entries already listed.
SMILES,SW480 rerep,HT1080 IDH1KD tx,HT1080-NT tox,MCF10A rerep,IL-1B inflam inh,KB-3-1 cytotox,KB-V1 MDR tox,WRN inhibitor,ATXN2 expr inh
COc1ccc(NS(=O)(=O)c2ccc(C)c(C(=O)N(C)Cc3ccc(C)cc3)c2)cc1,u,-15%,-15%,-35%,-16,-16%,-3%,-13%,-26%
COCCCNC(=O)C[C@@H]1C[C@@]2(C(=O)OC)CCCCC=C2N(Cc2ccc(Cl)cc2Cl)C1=O,x,-13%,-12%,x,-5,-1%,20%,-4%,-2%
CCOC(=O)CSc1nc(C2CC2)cc(-c2ccc(Cl)cc2)c1C#N,-49%,3%,6%,26%,0,4%,21µM*,-11%,-5%
O=C(Nc1cccc2c(=O)[nH][nH]c(=O)c12)c1ccc([N+](=O)[O-])cc1,x,-7%,1%,x,79,0%,-4%,u,17%
